Screening results as filed in PubChem BioAssay.
IMPase Li cell – qHTS Assay for Identifying the Cell-Membrane Permeable IMPase Inhibitors: Potentiation with Lithium | CHO-M1 cells, IP1 TR-FRET (IP-One), carbachol + lithium | 0.35% of 210,000 active | Potency, µM (series often up to 59.4 µM), for inactives: at the highest dose activity, negative = IMPase inhibition, hits mostly inhibitors | AID 1457, 2008;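 note: IP1 builds up when IMPase is blocked and the TR-FRET signal falls; potency is the fitted concentration of half-maximal effect; plate controls were basal vehicle for no effect and high inhibitor control for full effect; nearly all actives have a fitted effect of over 50% in size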
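IP1 accumulation measured by competitive TR-FRET in lysed CHO-M1 cells after 30 min compound exposure at 37C, with a small lithium addition to potentiate weak responses. Hill-equation AC50 from ratio and donor-channel data.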
HttQ103 aggreg – qHTS Multiplex Assay to Identify Dual Action Probes in a Cell Model of Huntington: Aggregate Formation (GFP); PC12 HttQ103-GFP aggregates, Acumen cytometry, 40 h; Potency, µM (titrated, usually from 46.1 µM), inactives show at the top dose activity change, negative = inhibition, hits mostly inhibitors; 1.1% of 220,000 active; AID 1688, 2009; note: potency is the fitted concentration of half-maximal effect; % is set by controls: 0 for no effect and ±100 for the full control effect; nearly all actives have a fitted effect of over 60% in size
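PC12 cells stably carrying ecdysone-inducible HTT exon 1 Q103–GFP were induced with tebufenozide (100 nM final) and treated with library compounds in titration. GFP aggregates in lysates were counted by laser scanning cytometry.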
SMN2 splice up – qHTS Assay for Enhancers of SMN2 Splice Variant Expression. HEK293 SMN2-luciferase splicing reporter, luminescence, 30-36 h. Potency, µM (titrated, usually from 46.1 µM), inactives show top-dose activity change, positive = activation, hits mostly activators. 2.8% of 210,000 active. AID 1458, 2008; note: potency is the fitted concentration of half-maximal effect; % of control where 0% means no effect; nearly all actives have a fitted effect of over 55% in size
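HEK293 cells carry an SMN2 minigene-luciferase reporter in which exon 7 inclusion puts luciferase in frame. Cells were seeded at 2000 cells/well, attached for 10-12 hours, then exposed to compounds for 30-36 hours at 37C before ONE-Glo luminescence.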
Lamin A splicing – qHTS Assay for Modulators of Lamin A Splicing; HeLa LMNA splicing GFP/RFP minigene ratio, 48 h; 0.01% of 200,000 active; AID 1487, 2009; Potency, µM (doses to about 46.1 µM), for inactives: at the highest dose ratio change, negative = inhibition, usual class: inhibitors; active = well fitted inhibition curve with a large enough effect in the signal ratio, with a control signal flat, not every such curve was filed as active; inconclusive = small, poorly fitted or top-dose-only effect, or effect the other way, or a change in a side signal; the % refers to the signal ratio; note: potency is the fitted concentration of half-maximal effect; % is set by controls: 0 for no effect and ±100 for the full control effect
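S3 HeLa stable clones carrying a lamin A-EGFP splicing minigene plus DsRed2 were seeded at 600 cells/well in Opti-MEM with 2% FBS, pin-dosed and incubated 48 h at 37°C. Acumen cytometry (488 nm) gave the GFP/RFP total-intensity ratio.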
Luc counter – Counterscreen for Luciferase (Kinase-Glo TM) Inhibition; 0.28% of 200,000 active; Potency, µM (top dose mostly 38.3 µM), for the others: at the top dose activity change, negative = inhibition, hits mostly inhibitors; Kinase-Glo luciferase, ATP luminescence, 8 min; note: potency is the fitted concentration of half-maximal effect; % is set by controls: 0 for no effect and ±100 for the full control effect; nearly all actives have a fitted effect of over 60% in size
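Luminescence was the read-out, taken after 8-minute incubation at ambient temperature. Luciferase turned over luciferin with 10 uM ATP in imidazole pH 7.2 buffer containing KCl, MgCl2, Tween 20 and BSA.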
HTT cytoprotect – qHTS Multiplex Assay to Identify Dual Action Probes in a Cell Model of Huntington: Cytoprotection (ATP); PC12 HTT-Q103 induced, cytoprotection, ATP luminescence, 40 h; 0.14% of 230,000 active; Potency, µM (doses to about 56.4 µM), without a hit: cytoprotection (ATP increase), usual class: activators; AID 1471, 2008;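 note: potency is the fitted concentration of half-maximal effect; % of control where 0% means no effect; nearly all actives have a fitted effect of over 45% in size; toxic huntingtin expression switched on by the ecdysone agonist tebufenozide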
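Quantitative HTS on tebufenozide-induced (100 nM) PC12 cells expressing HTTQ103 exon 1–GFP; compounds tested as a concentration series; survival measured via cellular ATP.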
CBFb RUNX1 block – qHTS Assay for Compounds Blocking the Interaction Between CBF-beta and RUNX1 for the Treatment of Acute Myeloid Leukemia; Potency, µM (highest dose often 59.8 µM), for the others: at the top dose activity, negative = inhibition, usual class: inhibitors; 230,000 tested, under 10 active; AID 1477, 2009; AlphaScreen CBFb-His/RUNX1-biotin binding, biochemical; note: % of control where 0% means no effect
Target sequence (Q01196 whole entry, looked up): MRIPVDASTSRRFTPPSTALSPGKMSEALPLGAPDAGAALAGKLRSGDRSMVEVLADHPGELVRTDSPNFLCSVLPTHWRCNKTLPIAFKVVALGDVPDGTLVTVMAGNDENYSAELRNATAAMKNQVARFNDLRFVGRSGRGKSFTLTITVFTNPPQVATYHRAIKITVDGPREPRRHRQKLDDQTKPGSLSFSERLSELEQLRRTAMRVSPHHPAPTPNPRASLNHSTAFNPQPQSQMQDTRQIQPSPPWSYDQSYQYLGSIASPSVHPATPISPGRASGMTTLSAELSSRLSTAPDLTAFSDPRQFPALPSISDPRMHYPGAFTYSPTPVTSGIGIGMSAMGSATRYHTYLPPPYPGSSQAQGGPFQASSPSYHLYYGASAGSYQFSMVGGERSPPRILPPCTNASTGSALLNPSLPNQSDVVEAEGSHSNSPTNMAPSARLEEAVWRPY
Target sequence (Q13951 whole entry, looked up): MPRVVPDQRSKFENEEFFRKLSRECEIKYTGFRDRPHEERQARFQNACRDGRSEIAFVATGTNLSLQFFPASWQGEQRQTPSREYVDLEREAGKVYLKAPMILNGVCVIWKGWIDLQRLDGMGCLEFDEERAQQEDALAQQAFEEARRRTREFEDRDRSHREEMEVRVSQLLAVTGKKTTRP
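CBF-beta (His) and RUNX1 (biotin), 30 nM each; 20 min preassociation; + compound, 15 min; + beads 50 ng each (Ni, streptavidin), 90 min; RT; AlphaScreen read.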
Active calls of the source: *; ? = inconclusive; · = not tested or not shown; & = joins results of further samples; [ ] = another dose, or the depositor's remark. Unless noted, calls come from the whole dose curve; as a rule, active = well fitted curve in the direction sought with a large enough effect; inconclusive = small, poorly fitted or top-dose-only effect, or another doubt; inactive = no such curve, though single readings can be large; an effect the other way counts as inactive or inconclusive.

SMILES	IMPase Li cell	HttQ103 aggreg	SMN2 splice up	Lamin A splicing	Luc counter	HTT cytoprotect	CBFb RUNX1 block
Cc1ccc(C(=O)Oc2ccccc2C(=O)N2CCOCC2)cc1	10%	-1%	2%	-17%	-2%	6%[10 µM]	10%
C/C(=N\Nc1ccc(Cl)c(C(=O)O)c1)c1cc2ccccc2o1	-1%	0%	25%	·	4%	19%	14%
CCC(=O)Nc1ccc(/C(C)=N\NC(=O)c2ccc(OC)cc2)cc1	-2%	-1%	17%	0%	-3%	·	-1%
N#Cc1sc2nc3c(c(-c4cccnc4)c2c1N)CCC3	8%[38.3 µM]	9%	17%	-9%	2%	7%[10 µM]	4%
O=C(CC1C(=O)NCCN1Cc1ccc(F)cc1)NCCCn1cccn1 (stereo not given)	1%	-7%[9.22 µM]	-12%	?	0%	1%[10 µM]	-1%
CC(C)Nc1nc(NC(C)C)nc(N(C)C#N)n1	-2%[38.3 µM]	?	1%	9%	0%	-4%[10 µM]	8%
Cc1csc(NC(=O)CSc2nnc(-c3ccncc3)o2)n1	16%[38.3 µM]	-24%	3.2µM*	12%	-1%	-38%	-2%
COCCCNc1ncnc2c1sc1nc(-c3ccco3)c3c(c12)CC(C)(C)OC3	·	5%[9.22 µM]	·	·	·	2%[10 µM]	13%
COC(=O)c1cc(-c2ccccc2)sc1NC(=O)CN1C(=O)c2ccccc2C1=O	-1%[38.3 µM]	3%	7%	-9%	0%	-22%	4%
O=S(=O)(c1ccc(Br)cc1)N1CCn2c(nc3ccccc32)C1	-17%[38.3 µM]	12%	-2%	2%	-1%	-21%	4%
COCc1cc(/C=N\NC(=O)c2ccc(Cl)cc2)ccc1OC	1%	-5%	11%	-1%	-1%	27%[0.074 µM]	-2%
CN(C)S(=O)(=O)N1CCN(c2ccc(Cl)cc2)CC1	18%[38.3 µM]	4%	-6%	-8%	-9%	12%	6%
CCCN(CCC)C(=O)c1cc2c(=O)[nH]c3ccc(C)cc3c2s1	6%	-9%	-29%	23%[46 µM]	-1%	-68%[inhibitor]	4%
O=c1oc(-c2ccccc2Cl)nc2ccsc12	27%[38.3 µM]	?	7%	5%	2%	11%	-6%
CC1CN(Cc2nc3c(c(=O)n(C)c(=O)n3C)n2Cc2ccccc2)CC(C)O1 (stereo not given)	-2%[38.3 µM]	-2%	-11%	10%	-3%	-1%	3%
NC(=O)C1CCN(C(=O)COc2ccc(Nc3ccccc3)cc2)CC1	·	7%[9.22 µM]	·	·	·	12%[10 µM]	-11%
N=C(N)c1ccc2cc(OC(=O)c3ccc(N=C(N)N)cc3)ccc2c1	-20%	3%	-9%	?	·	-17%&-34%	-1%
COc1cc(C(=O)NC2CCCC2)c(Br)c(OC)c1OC	4%	-2%[9.22 µM]	-8%	-13%[1.84 µM]	-1%	-9%[10 µM]	6%
O=[N+]([O-])c1ccc(Sc2ccccc2)nc1	1%	10%	-4%	-2%	-1%	-5%[0.074 µM]	-2%
O=C(NCCSc1ccccc1)c1ccco1	·	16%	·	-2%	·	-28%[10 µM]	9%
Cc1ccccc1-n1c(=O)cc(N2CC(C)OC(C)C2)[nH]c1=O (stereo not given)	5%[38.3 µM]	3%	5%	13%	-4%	-2%	4%
Cc1nc(C)c(C(=O)O)c(-c2cccs2)c1C(=O)O	·	-28%[9.22 µM]	·	·	·	-23%[10 µM]	6%
C=CCn1c(SCC(=O)Nc2ccccc2)nc2scc(-c3cccs3)c2c1=O	19%[38.3 µM]	16%	-7%	-3%	-2%	-7%	4%
CSc1nc(-c2ccccc2F)c(C#N)c(=O)n1C	0%	4%	-1%	-7%[46 µM]	9%	8%	-4%
CCOC(=O)c1c(NC(=O)CC2Nc3cc(C)c(C)cc3NC2=O)sc(C)c1C (stereo not given)	-21%	8%	15%	-9%	1%	10%[10 µM]	-6%
CC1CCN(S(=O)(=O)c2ccc(C(C)C)cc2)CC1	6%	-3%[9.22 µM]	·	-14%[46 µM]	-2%	2%[10 µM]	3%
C[C@H](O)CON1C(=O)c2ccccc2C1=O	14%	·	-13%	·	0%	?	-11%
CCCc1[nH]nc2c1C(c1ccc(OC(=O)N3CCOCC3)cc1)C(C#N)=C(N)O2 (stereo not given)	-2%[38.3 µM]	4%	11%	13%	-2%	-6%	-1%
Cc1ccc(C)c(NC(=S)NC(NC(=O)OCc2ccccc2)C(Cl)(Cl)Cl)c1 (stereo not given)	5%	10%	2%	-2%	0%	26%[10 µM]	9%
O=C(CC1S/C(=N/N=C/c2cccs2)NC1=O)Nc1ccccc1F (stereo not given)	6%	10%	3%	0%[46 µM]	1%	·	-2%

Reprinted at random: three compounds from above, in no set order.
SMILES	IMPase Li cell	HttQ103 aggreg	SMN2 splice up	Lamin A splicing	Luc counter	HTT cytoprotect	CBFb RUNX1 block
N#Cc1sc2nc3c(c(-c4cccnc4)c2c1N)CCC3	8%[38.3 µM]	9%	17%	-9%	2%	7%[10 µM]	4%
CC(C)Nc1nc(NC(C)C)nc(N(C)C#N)n1	-2%[38.3 µM]	?	1%	9%	0%	-4%[10 µM]	8%
CCCc1[nH]nc2c1C(c1ccc(OC(=O)N3CCOCC3)cc1)C(C#N)=C(N)O2 (stereo not given)	-2%[38.3 µM]	4%	11%	13%	-2%	-6%	-1%

Next section
SMILES	IMPase Li cell	HttQ103 aggreg	SMN2 splice up	Lamin A splicing	Luc counter	HTT cytoprotect	CBFb RUNX1 block
Cn1c(SCC(N)=O)nnc1-c1ccccc1	7%[38.3 µM]	-1%	10%	-1%	-2%	1%	-7%
OCCCNc1ncnc2[nH]ncc12	-1%	·	-2%[9.22 µM]	·	-5%[7.66 µM]	-17%[10 µM]	·
COc1ccc(/C=C/C(=O)OCC(=O)c2c(N)n(C)c(=O)n(C)c2=O)c(OC)c1	-28%	?	-11%	3%[46 µM]	0%	-13%	3%
CC(C(=O)Nc1ccc2nccnc2c1)N1C(=O)C2C3C=CC(C3)C2C1=O (stereo not given)	30%[38.3 µM]	-9%	-19%	-9%	-1%	0%[10 µM]	7%
C=C1CC(C(=O)N/N=C/c2ccccc2)C1	-4%	0%	28%	-3%	-3%	·	7%
Cc1cccc(NC(=O)c2ccc(NS(=O)(=O)c3c(C)noc3C)cc2)c1	-14%[38.3 µM]	8%	16%	2%	6%	-18%	10%
O=C1NC2(CCCCC2)N(C(=O)c2ccccc2)C2=C1CCCC2	1%	-9%	-1%	5%[46 µM]	-1%	-4%	-4%
O=C(NCc1cccnc1)C(=O)NCC1OCCN1S(=O)(=O)c1ccc(Cl)cc1 (stereo not given)	3%	6%	-49%[inhibitor]	?	-6%	·	1%[2.36 µM]
COc1cc(N)c(Br)cc1C(=O)O	-1%	-8%	4%	5%[46 µM]	-3%	-13%	-1%
COc1ccc(C)cc1NC(=O)CSc1ccc(-c2cccnc2)nn1	8%	0%	-50%[inhibitor]	25%[9.22 µM]	1%	-1%	3%
COC(=O)[C@@H]1C[C@H]1[C@@H](NC(=O)c1cccnc1)c1ccccc1	-12%	·	-3%	·	0%	-7%	0%
Clc1cccc(N/N=C/c2ccncc2)c1	0%	2%	?	-17%	-4%	31%[10 µM]	0%
CCCn1cc(C(CC(=O)O)C(=O)O)c2ccccc21 (stereo not given)	8%[38.3 µM]	11%	4%	9%	2%	6%	0%
NC(=O)c1c(N)sc2c1CCCC2	4%[38.3 µM]	-20%	9%	9%	-4%	-30%	3%
Cc1ccc(C)c(NS(=O)(=O)c2ccc(OCC(=O)NCc3ccco3)cc2)c1	11%[38.3 µM]	-5%	4%	-7%	4%	-13%[0.074 µM]	-1%
CS(=O)(=O)N(CC(=O)NCc1ccc2c(c1)OCO2)C1CCCCC1	0%	·	-4%	20%[46 µM]	-2%	·	1%
CCN(C(=O)Cc1cccs1)c1nnc(-c2cc(OC)c(OC)c(OC)c2)s1	30%[38.3 µM]	10%	25µM*	-10%	1%	-6%[10 µM]	0%
CCOc1ccccc1Nc1ncnc2ccccc12	29%[38.3 µM]	?	-45%[inhibitor]	8%	-1%	5%	8%
CCCCCCn1c(C(C)O)nc2ccccc21 (stereo not given)	18%[38.3 µM]	6%	9%	-14%	3%	-1%	3%
Cc1nc(SCCO)c([N+](=O)[O-])[nH]1	·	1%[9.22 µM]	·	·	·	4%[10 µM]	7%
COc1cccc2c(=O)c(C(=O)O)c[nH]c12	?	-7%	2%	9%	-3%	19%	-1%
Cc1nc2nc[nH]n2c(=O)c1CCOC(=O)c1ccccc1F	-6%	-16%	·	·	2%	-71%[inhibitor]	13%
CCOc1ccc(-n2c(=O)cc(N3CCN(c4ccccc4)CC3)[nH]c2=O)cc1	7%[38.3 µM]	?	12%	-1%	-2%	-6%	9%
O=C(c1ccc(-c2nc3ccccc3s2)s1)N1CCOCC1	-1%	30%	·	·	?	·	7%

7 of the entries above in order of the CBFb RUNX1 block value, smallest number first:
compound,IMPase Li cell,HttQ103 aggreg,CBFb RUNX1 block
Cc1csc(NC(=O)CSc2nnc(-c3ccncc3)o2)n1,16%[38.3 µM],-24%,-2%
O=C(CC1C(=O)NCCN1Cc1ccc(F)cc1)NCCCn1cccn1 (stereo not given),1%,-7%[9.22 µM],-1%
Clc1cccc(N/N=C/c2ccncc2)c1,0%,2%,0%
COc1ccc(/C=C/C(=O)OCC(=O)c2c(N)n(C)c(=O)n(C)c2=O)c(OC)c1,-28%,?,3%
N#Cc1sc2nc3c(c(-c4cccnc4)c2c1N)CCC3,8%[38.3 µM],9%,4%
Cc1nc(C)c(C(=O)O)c(-c2cccs2)c1C(=O)O,·,-28%[9.22 µM],6%
Cc1nc(SCCO)c([N+](=O)[O-])[nH]1,·,1%[9.22 µM],7%

Rows are unselected, and some 4% of all compounds hit somewhere here.
